# MrgX1 antag: antagonists of human MrgX1 receptor, primary screen, HEK293 cells, Fluo-4 calcium flux; B-score at 10 µM; Mas-related G-protein coupled receptor member X1 (Homo sapiens), Q96LB2; BAM8-22 antagonism; hits give low values; hit rate 1.3% among 310,000;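 active means calcium-response B-score plate-corrected more than 3 library SD below zero, starting fluorescence within 5 deviations, no agonist response on first addition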;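 further: peak minus trough fluorescence over baseline after final BAM8-22 challenge near maximal dose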
# TRPC6 act: mouse TRPC6 channel activators, primary screen, cell-based, HEK293, membrane potential dye. Short transient receptor potential channel 6 (Mus musculus), Q61143. HEK293-TRPC6 membrane potential dye fluorescence; hits give high values. B-score at 10 µM. hit rate 0.13% among 310,000. AID 2550, 2010;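 active means B-score of the integrated fluorescence ratio above library mean plus 3 SD, and starting fluorescence ratio within library mean plus 5 SD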;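 further: higher score means more depolarization so channel activation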
# Target sequence (Q61143 whole entry, looked up): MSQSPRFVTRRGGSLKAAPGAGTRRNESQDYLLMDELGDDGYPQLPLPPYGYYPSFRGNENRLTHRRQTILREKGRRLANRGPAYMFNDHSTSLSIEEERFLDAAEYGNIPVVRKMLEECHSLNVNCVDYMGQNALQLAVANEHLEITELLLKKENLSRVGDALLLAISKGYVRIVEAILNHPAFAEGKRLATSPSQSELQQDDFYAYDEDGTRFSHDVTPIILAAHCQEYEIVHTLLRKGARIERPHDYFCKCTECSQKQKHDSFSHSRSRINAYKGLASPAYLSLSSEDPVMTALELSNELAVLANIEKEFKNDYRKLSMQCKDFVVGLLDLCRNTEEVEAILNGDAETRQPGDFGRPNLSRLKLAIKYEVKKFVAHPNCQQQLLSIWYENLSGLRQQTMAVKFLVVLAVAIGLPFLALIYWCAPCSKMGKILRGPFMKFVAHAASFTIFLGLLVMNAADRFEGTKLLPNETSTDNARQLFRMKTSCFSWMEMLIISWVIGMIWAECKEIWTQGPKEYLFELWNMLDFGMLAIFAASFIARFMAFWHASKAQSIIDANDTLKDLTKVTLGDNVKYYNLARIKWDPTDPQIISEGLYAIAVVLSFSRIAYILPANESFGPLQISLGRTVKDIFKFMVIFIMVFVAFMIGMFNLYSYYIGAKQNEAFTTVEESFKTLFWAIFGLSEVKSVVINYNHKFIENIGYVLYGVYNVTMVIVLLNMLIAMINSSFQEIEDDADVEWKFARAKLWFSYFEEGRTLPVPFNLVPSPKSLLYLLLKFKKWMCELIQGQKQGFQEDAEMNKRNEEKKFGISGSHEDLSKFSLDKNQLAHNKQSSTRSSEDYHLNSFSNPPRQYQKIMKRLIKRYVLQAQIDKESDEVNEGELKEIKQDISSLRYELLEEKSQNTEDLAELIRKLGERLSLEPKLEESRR
# MrgX1 ag: agonists of human MrgX1 receptor, primary screen, HEK293 cells, Fluo-4 calcium flux; hit rate 0.44% among 310,000; Fluo-4 calcium fluorescence, agonist mode; hits give high values; AID 588627, 2011; B-score at 10 µM;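 active means calcium response B-score plate-corrected fluorescence ratio at least 3 library SD, with starting fluorescence B-score inside 5 SD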
#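 times = overnight plating, then 30 min 37 °C plus 30 min room-temperature dye loading | assay system = stable human MrgX1 HEK293 cell line | input = fifteen thousand cells per well | signal = kinetic calcium dye fluorescence, Fluo-4 NW | dosing = compound delivered in addition one of three | read-out = B-scored fluorescence response ratio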
# RGS4 pot: RGS4 potentiators or activators, primary screen, cell-based, HEK293 M3R inducible RGS4, calcium flux; B-score at 10 µM; hit rate 0.92% among 310,000; carbachol calcium flux Fluo4; hits give low values;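 active means B-score of the integrated calcium signal more than 4 SD below the library mean, with starting fluorescence not abnormally high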;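 further: negative B-score means reduced calcium response which marks RGS4 activation or potentiation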
#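 System – HEK293 FlpIn-TREx cells, stable M3R, doxycycline-inducible RGS4 · Reagent – ECmax carbachol challenge · Times – compound preincubation 20 min at room temperature before agonist · Technique – Fluo4 fluorescence kinetic imaging of calcium · Measure – B score of integrated Fluo4 ratio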
# Platelet DG rel: inhibitors of platelet dense granule secretion, primary screen, cell-based, MLPCN, human platelets | hit rate 0.22% among 300,000 | human platelet-rich plasma, SFLLRN dense granule ATP release, luminescence | AID 1663, 2009 | inhibition, %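 (compounds screened at 7.5 µM in platelet-rich plasma)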;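 active means mean replicate score, as percent of positive control, at or above 50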
# RGS4 inh: RGS4 inhibitors, primary screen, cell-based, HEK293 M3R inducible RGS4, calcium flux; Regulator of G-protein signaling 4 (Homo sapiens), P49798; Fluo-4 calcium flux; hits give high values; triggered by carbachol at its EC20; B-score at 10 µM; hit rate 0.45% among 310,000; AID 463165, 2010;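 active means B-score, a plate-corrected calcium signal, over three deviations above library mean, with baseline fluorescence within five deviations of library mean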;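 further: RGS4 expression induced by doxycycline in cells with stable M3 receptor; B-score is computed from the integrated fluorescence ratio over baseline after carbachol; higher B-score means a larger calcium signal and so more RGS4 inhibition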
# Target sequence (P49798 whole entry, looked up): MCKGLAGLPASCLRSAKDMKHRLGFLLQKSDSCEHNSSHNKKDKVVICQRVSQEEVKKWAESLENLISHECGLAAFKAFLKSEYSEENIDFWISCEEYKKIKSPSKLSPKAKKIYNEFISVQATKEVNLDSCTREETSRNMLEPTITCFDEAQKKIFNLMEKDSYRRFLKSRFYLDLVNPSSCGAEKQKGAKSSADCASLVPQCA
# MrgX1 allo act: positive allosteric modulators of MrgX1, primary screen, HEK293 cells, Fluo-4 calcium flux | hit rate 0.63% among 310,000 | Mas-related G-protein coupled receptor member X1 (Homo sapiens), Q96LB2 | FDSS; hits give high values | B-score at 10 µM;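 active means plate-corrected calcium response at least 3 library SD above typical, normal starting fluorescence, not activating the receptor alone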;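 further: compound read alongside a low EC10 to EC30 dose of BAM8-22 agonist; peak minus trough fluorescence over baseline measured at the second addition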
# TRPC6 inhibitor: mouse TRPC6 channel inhibitors, primary screen, cell-based, HEK293, membrane potential dye | ACh-evoked depolarization; hits give low values | Short transient receptor potential channel 6 (Mus musculus), Q61143 | B-score at 10 µM | AID 2553, 2010 | hit rate 1.1% among 310,000;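 active means B-score under library mean minus 3 SD, initial fluorescence not abnormally high, positive integrated signal ratio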;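 further: B-score derived from integrated fluorescence ratio over the kinetic read; more negative B-score means stronger inhibition of depolarization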
# SKKanGAS inh: S. pyogenes SKKanGAS growth inhibitors in kanamycin, primary screen, streptokinase expression inhibitor project, SKKanGAS strain, BacTiter-Glo luminescence | hit rate 1.3% among 300,000 | inhibition, % at 7.5 µM | 6 h | AID 1662, 2009;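 active means mean replicate score, as percent of positive control median, at least 50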;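 further: strain carries kanamycin resistance gene driven by streptokinase promoter and grows in 40 µg/ml kanamycin; loss of luminescence reflects streptokinase promoter inhibition or plain growth inhibition; 0% = median of DMSO wells and 100% = positive control at its reference dose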
# HIF act: HIF pathway transcriptional activators, primary screen, cell-based, U2OS HRE-luciferase, luminescence; U2OS HRE-luciferase reporter; normalized: DMSO 0%, desferrioxamine 100%; hit rate 0.32% among 300,000; activation, % at 7.5 µM (by protocol);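 active means mean activation of at least 10% of the iron chelator positive control signal, with at least half of replicates also reaching 10%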
# TRPC4 block: inhibitors of mouse TRPC4 channel, primary screen, Fluo4 calcium, HEK293 TRPC4beta/mu-opioid cells | Short transient receptor potential channel 4 (Mus musculus), Q9QUQ5 | B-score at 10 µM | DAMGO-evoked Fluo4 calcium flux; hits give low values | hit rate 0.39% among 300,000;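 active means B-score over 3 SD under the library average, no early fluorescence shift, positive overall ratio signal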
#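 Assay system: HEK293 cells with stable TRPC4beta plus mu-opioid receptor expression. Dosing: single dose. Measured by: Fluo4 Ca2+ flux fluorescence. Also added: DAMGO in two steps, submaximal then maximal. Read-out: B score from integrated Fluo4 fluorescence ratio.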
# Active calls of the source: *; i = inactive; / = no result given.
Molecule	MrgX1 antag	TRPC6 act	MrgX1 ag	RGS4 pot	Platelet DG rel	RGS4 inh	MrgX1 allo act	TRPC6 inhibitor	SKKanGAS inh	HIF act	TRPC4 block
O=C(NCCc1ccc(Cl)cc1Cl)c1cc([N+](=O)[O-])c[nH]c1=O	i	i	i	i	-2	i	i	i	10	0.6	i
CCOC(=O)/C(N=Nc1ccc(F)cc1)=C(/O)c1ccc([N+](=O)[O-])cc1	i	i	i	i	-2	i	i	i	-2	14*	i
Cc1cc(OCCN2CCOCC2)ccc1[N+](=O)[O-]	i	i	i	i	3	i	i	i	-1	3.4	i
CC(=O)Nc1ccccc1NC(=O)C/C(C)=N/NC(=O)c1ccncc1	i	i	i	i	-4	i	i	i	-14	-0.1	i
c1ccc(-n2nnnc2SCc2cccc3nsnc23)cc1	i	i	i	i	6	i	i	i	5	-0.2	i
O=C(NN1CCOCC1)c1cccc(F)c1	i	i	i	i	-2	i	i	i	-8	0.5	i
Cc1c(C(=O)Nc2ccccc2)oc2c1C(=O)CC(C)(C)C2	i	i	i	i	-1	i	i	i	0	0.7	i
Cc1cccc(/C=N/NC(=O)c2c(-c3ccccc3)noc2C)c1O	i	i	i	i	3	i	i	i	8	16*	i
COc1ccc(/C=N/NC(=O)C(C)n2cnc3ccccc3c2=O)cc1OC (configuration not stated)	i	i	i	i	0	i	i	i	1	0.3	i
COc1cc2c(cc1NC(=O)CSc1cccc[n+]1[O-])oc1ccccc12	i	i	i	i	-14	i	i	i	2	1.3	i
CC(=O)c1ccc(OCC(=O)c2ccc(-c3ccccc3)cc2)cc1	i	i	i	i	7	i	i	i	-9	-0.1	i
CCOC(=O)CC(=O)CSc1nc2ccccc2c(=O)n1-c1ccc(C(=O)NCCOC)cc1	i	i	i	i	-4	i	i	i	-3	-0.2	i
COc1ccc(-c2[nH]ncc2CN(C)C(C)c2ccon2)cc1F (configuration not stated)	i	i	i	i	10	i	i	i	1	-0.3	i
CCCCNC(=O)COCc1cc(-c2ccc3c(c2)OCO3)on1	i	i	i	i	-11	i	i	i	-9	1.8	i
COc1cc2c(cc1OC)-c1cc(NC3CCCCCC3)nc(=O)n1CC2	-6.2*	i	i	i	82*	i	i	i	5	-0.1	i
Nc1nc(-c2ccccc2Br)cs1	i	i	i	i	-4	i	i	i	-1	0.5	i
CC(C)c1ccc(S(=O)(=O)Nc2ccc(O)c(Sc3ncn[nH]3)c2)cc1	i	i	i	i	-3	i	i	i	0	-0.3	i
COc1ccc(S(=O)(=O)Nc2ccccc2OC)cc1NC(=O)Cc1cccs1	i	i	i	i	4	i	i	i	9	1.9	i
O=C(NCc1ccccc1)C1=C[C@H](C2CC2)C[C@H](OCc2ccc(CO)cc2)O1	i	i	i	i	-2	i	i	i	2	0.1	i
COc1cc(CCC(=O)Nc2c(C(=O)N3CCN(c4ccccc4)CC3)oc3ccccc23)on1	i	i	i	i	0	i	i	i	6	-0.1	i
O/N=C/c1cc(Cl)ccc1OCc1ccccc1Cl	i	i	i	i	3	i	i	i	0	0.8	i
O=C(NCc1ccccn1)C1CCN(S(=O)(=O)N2CCCCC2)CC1	i	i	i	i	6	i	i	i	1	-0.1	i
O=C(N/N=C/c1ccco1)/C(=C/c1cccc([N+](=O)[O-])c1)NC(=O)c1ccccc1	i	i	i	i	0	i	i	i	1	-0.3	i
CC(=O)CC(=O)Nc1cccc2c1CCCC2	i	i	i	i	/	i	i	i	14	-0.5	i
CCOC(=O)CCCn1ccc2cc(S(=O)(=O)N3CCCC3)ccc21	i	i	i	i	-2	i	i	i	-2	0.8	i
O=C(N/N=C/c1cc([N+](=O)[O-])ccc1Cl)c1cnccn1	i	i	i	i	-1	i	i	i	-14	0.7	i
CC(C)(C)NC(=O)CSc1nnc(CN2CCCCCC2=O)n1-c1ccccn1	i	i	i	i	-3	i	i	i	-2	-0.1	i
COc1ccc(CCN2C(=O)c3ccccc3NC2c2cc(Cl)c(O)c(OC)c2)cc1 (configuration not stated)	i	i	i	i	-3	i	i	i	10	2.0	i
Cc1cc(C)c(NC(=O)c2cc3c(nc4sccn43)s2)c(C)c1	i	i	i	i	0	i	i	i	5	0.9	i
CSCC[C@H](NC(=O)N1CCn2c1nc1ccccc12)C(=O)N[C@@H](C(=O)O)c1ccccc1	i	i	i	i	-2	i	i	i	0	-0.5	i
CCOc1ccc(C(=O)CSc2nnc3ccccn23)cc1	i	i	i	i	4	i	i	i	2	1.2	i
CC(=O)NC(CCCNC(=S)NC1CCCCC1)C(=O)O (configuration not stated)	i	i	i	i	-3	i	i	i	3	0.1	i
COc1ccc(N(CC(=O)Nc2c(C)n(C)n(-c3ccccc3)c2=O)S(=O)(=O)c2ccccc2)cc1OC	i	i	i	i	-7	i	i	i	-10	-0.2	i
COC(=O)c1cc(S(=O)(=O)NCCc2sccc2C)c[nH]1	i	i	i	i	-1	i	i	i	-1	0.1	i
COc1ccc(N/N=C(\C#N)C(=N)SCc2ccccc2)cc1	/	i	/	i	-2	i	/	i	12	3.6	i
O=C1CCN(S(=O)(=O)c2ccccc2)CCN1CCOCc1cccc(F)c1	i	i	i	i	2	i	i	i	-1	-0.5	i
O=C(c1cc2cc(Br)ccc2[nH]1)N1CCc2ccccc21	i	i	i	i	3	i	i	i	-2	2.4	i
CCn1nc(C)c(/C=N/NC(=O)Cn2nc(C)cc2C)c1C	i	i	i	i	-3	i	i	i	-2	0.0	i
Cc1csc(SCC(=O)NC2CCC(C)CC2)n1 (configuration not stated)	i	i	i	i	-4	i	i	i	0	-12	i
CCn1c(SCC(=O)Nc2cccnc2Cl)nnc1-c1ccccc1	i	i	i	i	-10	i	i	i	-10	-0.3	i
COc1cccc(CN(C)C(=O)C2CC(=O)N(c3ccc4c(c3)OCCO4)C2)c1 (configuration not stated)	i	i	i	i	7	i	i	i	10	-0.6	i
CC(C)C(=O)Nc1ccc(NC(=O)c2cc3ccccc3o2)cc1	i	i	i	i	-4	i	i	i	-5	3.2	i
COc1cc(CN2CCNC(=O)C2CC(=O)N2CCCN(C(C)=O)CC2)cc(OC)c1 (configuration not stated)	i	i	i	i	-2	i	i	i	-1	-0.4	i
CN1CCN(S(=O)(=O)c2cccc(C(=O)Nc3ccc(Br)cc3Br)c2)CC1	i	i	i	i	-5	i	i	i	7	0.9	i
C[n+]1ccc(/C=C/c2c[nH]c3ccc(F)cc23)cc1	i	i	i	-7.8*	-15	i	i	i	-11	-45	i

# Entries of single compounds as entered above.
# `Cc1csc(SCC(=O)NC2CCC(C)CC2)n1` (configuration not stated) reads MrgX1 antag: i; TRPC6 act: i; MrgX1 ag: i; RGS4 pot: i; Platelet DG rel: -4; RGS4 inh: i; MrgX1 allo act: i; TRPC6 inhibitor: i; SKKanGAS inh: 0; HIF act: -12; TRPC4 block: i
# `CCn1c(SCC(=O)Nc2cccnc2Cl)nnc1-c1ccccc1` reads MrgX1 antag: i; TRPC6 act: i; MrgX1 ag: i; RGS4 pot: i; Platelet DG rel: -10; RGS4 inh: i; MrgX1 allo act: i; TRPC6 inhibitor: i; SKKanGAS inh: -10; HIF act: -0.3; TRPC4 block: i

# The list continues.
Molecule	MrgX1 antag	TRPC6 act	MrgX1 ag	RGS4 pot	Platelet DG rel	RGS4 inh	MrgX1 allo act	TRPC6 inhibitor	SKKanGAS inh	HIF act	TRPC4 block
Cc1ccc(Cn2c(=O)c3cccnc3n(CC(=O)Nc3cccc(C(F)(F)F)c3)c2=O)cc1	i	i	i	i	-6	i	i	i	20	-0.3	i
Cc1ccc(CSc2nnc(Cn3c(=O)sc4ccccc43)n2C)cc1	i	i	i	i	6	i	i	i	-4	-0.3	i
CCN(c1ccccc1)S(=O)(=O)c1ccc2c(c1)N(C(C)=O)CCO2	i	i	i	i	-21	i	i	i	3	-0.4	i
CC1CCN(c2ccc(S(=O)(=O)N3CCC(C)CC3)cc2N)CC1	i	i	i	i	-4	i	i	i	0	0.0	i
CCOC(=O)c1c(S(=O)(=O)NCC(=O)Nc2cccc(F)c2)c(C)n(C)c1C	i	i	i	i	-13	i	i	i	-3	-0.5	i
Cc1ccc(NC(=O)COC(=O)CCc2ccc(S(=O)(=O)N3CCOCC3)cc2)cc1F	i	i	i	i	-2	i	i	i	-9	-0.6	i
O=[N+]([O-])c1nn(-c2ccc3c(c2)OCCO3)n(O)c1=NCc1ccc(F)cc1	i	i	i	i	0	i	i	i	3	2.8	i
COc1ccc(NC(=O)C(=O)NCc2ccncc2)c(OC)c1	i	i	i	i	0	i	i	i	0	-0.8	i
O=C(CN1C(=O)NC2(CCc3ccccc32)C1=O)c1ccc(Br)cc1 (configuration not stated)	i	i	i	i	-10	i	i	i	0	0.5	i
COc1ccccc1/C=N\Nc1cc(C)nc(-n2nc(C)cc2C)n1	i	i	i	i	16	i	i	i	101*	0.8	i
C=CCn1c(CCNC(=O)C(C)(C)C)nc2ccccc21	i	i	i	i	1	i	i	i	-1	0.3	i
CC(=O)c1cccc(NC(=O)NNC(=O)c2ccc3ccccc3c2)c1	i	i	i	i	-16	i	i	i	-3	0.6	i
Oc1ccc(-c2csc(Nc3ccccn3)n2)cc1O	i	i	i	i	-1	i	i	i	0	5.4	i
CN(C)c1nc(N)nc(-c2nc3ccccc3s2)n1	i	i	i	i	7	i	i	i	-16	/	i
Cc1ccc(OCC(=O)NNC(=S)NC(=O)C2CC2)c(C)c1	i	i	i	i	/	i	i	i	/	/	i
Cc1ccc(C(=O)Nc2ccc3c(c2)ncn3C)cc1	i	i	i	i	4	i	i	i	-3	3.0	i
CCOC(=O)c1cc(S(=O)(=O)N2CCN(C3CCCCC3)CC2)cn1C	i	i	i	i	-3	i	i	i	-3	0.1	i

# No enrichment for hits; 6.1% or so of the library scored in one or more.
